# From PubChem BioAssay
# GPR151 ag: activators of human GPR151, primary screen, cell-based, PathHunter beta-arrestin, luminescence; PathHunter beta-arrestin GPR151 cells; G-protein coupled receptor 151 (Homo sapiens), Q8TDV0; activation, % at 11.2 µM; 650,000 tested, 1% active; in the data active means activation above about 4.9%;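 further: 0% = median of compound wells and 100% = cells with positive control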
# Target sequence (Q8TDV0 whole entry, looked up): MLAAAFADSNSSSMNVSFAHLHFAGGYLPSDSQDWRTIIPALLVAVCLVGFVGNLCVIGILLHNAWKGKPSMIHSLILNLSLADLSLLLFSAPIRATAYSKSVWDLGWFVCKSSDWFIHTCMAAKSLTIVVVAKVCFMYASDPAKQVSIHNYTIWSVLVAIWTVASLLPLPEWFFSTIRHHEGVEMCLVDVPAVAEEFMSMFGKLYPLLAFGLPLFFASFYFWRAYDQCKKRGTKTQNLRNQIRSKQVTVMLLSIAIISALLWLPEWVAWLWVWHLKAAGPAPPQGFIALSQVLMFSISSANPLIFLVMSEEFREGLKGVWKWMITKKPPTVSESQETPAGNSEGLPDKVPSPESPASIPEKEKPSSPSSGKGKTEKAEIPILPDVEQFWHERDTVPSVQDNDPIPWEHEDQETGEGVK
# FBW7 activator: FBW7 E3 ligase activators, primary screen, biochemical, AlphaScreen, human; F-box/WD repeat-containing protein 7 (Homo sapiens), Q969H0; AlphaScreen FBW7–phospho-cyclin E peptide binding, activator screen; normalized activity (activation), % at 26.1 µM; 650,000 tested, 0.13% active; in the data active means normalized activity above about 1.9%;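 further: purified mutant Fbw7 with reduced substrate affinity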
# TEAD-YAP block: TEAD-YAP interaction inhibition, primary screen, TEAD-YAP interaction inhibitor project, luminescence, HEK-TIYL cells | 640,000 tested, 1.4% active | TEAD-Gal4/YAP UAS-luciferase luminescence | inhibition, % at 9.12 µM; in the data active means inhibition above about 32%;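 further: 0% = median of test compound wells and 100% = reference inhibitor wells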
# MITF primary: MITF inhibitors, primary screen, biochemical, AlphaScreen, human; AlphaScreen MITF homodimerization, bead proximity signal; inhibition, % at 2.6 µM; 650,000 tested, 0.91% active; AID 1259374, 2018; in the data active means inhibition above about 50%;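 further: 0% = vehicle wells with protein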
# The depositor's hits bear a star. Compounds as they come, and some 3.4% of all compounds hit somewhere here.
item | smiles | GPR151 ag | FBW7 activator
1 | Cc1ccc2nc(-c3ccc(C)c(NC(=O)c4cc(I)ccc4Cl)c3)oc2c1 | -1.6 | 0.1
2 | COc1ccc(CNC(=O)c2ccc3nc(-c4cc(OC)c(OC)c(OC)c4)c(-c4cc(OC)c(OC)c(OC)c4)nc3c2)cc1 | 0.5 | 0.1
3 | O=C(Nc1ccc2c(c1)OCO2)c1ccc(Cl)c(Cl)c1 | -0.1 | 0.1
4 | Cc1c(C(N)=O)nnn1-c1ccc(Br)cc1 | -1.8 | 0.1
5 | CN(C)CCNCCOc1cccc(C(F)(F)F)c1 | 0.2 | -0.2
6 | Fc1ccc(CC2NCCn3cccc32)cc1 (configuration not stated) | 0.0 | -0.1
7 | O=C(CNC(=S)N(CCCN1CCOCC1)Cc1cccs1)N1CCCC1 | 1.5 | 0.1
8 | NCCCC[C@@H]1NC(=O)[C@@H]2C[C@H](NC(=O)Nc3c(Cl)cccc3Cl)CN2C1=O | -0.4 | 0.0
9 | Cc1[nH]c(=O)[nH]c(=O)c1S(=O)(=O)N1CCN(c2ccccn2)CC1 | 0.6 | -0.1
10 | Cc1cc(C)n(-c2ccc([N+](=O)[O-])cc2S(=O)(=O)Nc2ccc(Cl)cc2)n1 | -1.5 | 0.8
11 | O=C(COC(=O)c1cccc(I)c1)c1ccc(Br)cc1 | -1.2 | 0.3
12 | CCOC(=O)CC(=O)CSc1nc2c(sc(=S)n2-c2ccccc2C)c(=O)n1-c1ccc(F)cc1 | 0.3 | -0.2

item | TEAD-YAP block | MITF primary
1 | -43 | 8
2 | 6 | 5
3 | -67 | 8
4 | -12 | 5
5 | 9 | 4
6 | 0 | 0
7 | -4 | -1
8 | -11 | -9
9 | 5 | -8
10 | 0 | 0
11 | -1 | 5
12 | -5 | -8

# A second format for some results above:
# The line under a structure holds: GPR151 ag, FBW7 activator, TEAD-YAP block, MITF primary
9) Cc1[nH]c(=O)[nH]c(=O)c1S(=O)(=O)N1CCN(c2ccccn2)CC1
→ 0.6, -0.1, 5, -8
10) Cc1cc(C)n(-c2ccc([N+](=O)[O-])cc2S(=O)(=O)Nc2ccc(Cl)cc2)n1
→ -1.5, 0.8, 0, 0
11) O=C(COC(=O)c1cccc(I)c1)c1ccc(Br)cc1
→ -1.2, 0.3, -1, 5
12) CCOC(=O)CC(=O)CSc1nc2c(sc(=S)n2-c2ccccc2C)c(=O)n1-c1ccc(F)cc1
→ 0.3, -0.2, -5, -8

# Later entries.
item | smiles | GPR151 ag | FBW7 activator
13 | Cc1ccc2c(c1)sc(=NC(=O)c1ccc(S(=O)(=O)N3CCc4ccccc43)cc1)n2C | 2.6 | -0.1
14 | O=C1N(Cc2cccc(Cl)c2)C[C@@H]2C[C@@H](c3cccc(O)c3)N3CCC[C@@]123 | 0.2 | -0.1
15 | O=C(Nc1cc(Cl)ccc1Cl)/C(=C/c1cccc([N+](=O)[O-])c1)NC(=O)c1ccc(F)cc1Cl | 2.4 | -0.1
16 | Cc1cc(OCC(=O)Nc2nccs2)c(C)cc1Br | 0.2 | 0.1
17 | Cn1c(CCCNC(=O)c2ccco2)nc2ccccc21 | -0.7 | 0.0
18 | CCCS(=O)(=O)N1CC(=O)N(c2ccc(F)cc2)C(C)(C(=O)NC2CCCCC2)C1 (configuration not stated) | -0.4 | -0.2
19 | C/C(=N\NC(=O)CCC(=O)Nc1ccc(Cl)cc1C)c1ccc(O)cc1O | 0.9 | -0.3
20 | CC(C)(C)c1csc2ncc(C(=O)NC(Cc3ccccn3)C(F)(F)F)c(=O)n12 (configuration not stated) | -0.3 | 0.4
21 | CC(=O)Oc1ccc(C(=O)Nc2nnc(C(c3ccccc3)c3ccccc3)s2)cc1 | 0.0 | 0.0
22 | Cn1c(-c2ccccc2)cnc1SCC(=O)NCc1ccccc1Cl | 0.8 | -0.1
23 | Cc1nc2c(sc3nc(N4CCOCC4)c4c(c32)CC(C)(C)OC4)c(=O)o1 | -0.6 | 0.5
24 | CN1CCN(c2nccn3c(-c4ccccc4F)cnc23)CC1 | -1.7 | -0.8

item | TEAD-YAP block | MITF primary
13 | 1 | 8
14 | -4 | 7
15 | -5 | -10
16 | -53 | -2
17 | -2 | -5
18 | -9 | 5
19 | 0 | 9
20 | -2 | 4
21 | -11 | 0
22 | -15 | 20
23 | -11 | -6
24 | -55 | 2

# Structural class, the entries above with a CF3 group.
item | smiles | GPR151 ag | FBW7 activator
5 | CN(C)CCNCCOc1cccc(C(F)(F)F)c1 | 0.2 | -0.2
20 | CC(C)(C)c1csc2ncc(C(=O)NC(Cc3ccccn3)C(F)(F)F)c(=O)n12 (configuration not stated) | -0.3 | 0.4

item | TEAD-YAP block | MITF primary
5 | 9 | 4
20 | -2 | 4

# Structural class, the entries above with bromine (3)
item | smiles | GPR151 ag | FBW7 activator
4 | Cc1c(C(N)=O)nnn1-c1ccc(Br)cc1 | -1.8 | 0.1
11 | O=C(COC(=O)c1cccc(I)c1)c1ccc(Br)cc1 | -1.2 | 0.3
16 | Cc1cc(OCC(=O)Nc2nccs2)c(C)cc1Br | 0.2 | 0.1

item | TEAD-YAP block | MITF primary
4 | -12 | 5
11 | -1 | 5
16 | -53 | -2

# Other results:
item | smiles | GPR151 ag | FBW7 activator
25 | O=C(CCc1n[nH]c(=O)[nH]c1=O)N/N=C/c1ccc(O)cc1O | 0.1 | -0.6
26 | Cc1ccc(/C=N/N2CCN(Cc3ccc(Cl)cc3)CC2)o1 | -1.2 | -0.3
27 | Cc1ccc(Cc2c(C)nc3nc(SCC(=O)N4CCOCC4)nn3c2C)cc1 | 0.8 | -0.2
28 | c1ccc(OCCNc2cc(-c3ccc(N4CCOCC4)nc3)ncn2)cc1 | 1.0 | 0.1
29 | CCc1nnc(NC(=O)CC23CC4CC(CC(C4)C2)C3)s1 | 1.9 | 0.1
30 | CCC(CC)NCc1ccc([N+](=O)[O-])cc1 | -0.6 | -0.1
31 | O=c1[nH]cnc2nc[nH]c12 | -1.0 | -0.1
32 | O=C(CCNS(=O)(=O)c1ccccc1)OCc1nc2ccccc2s1 | 1.1 | 0.2
33 | COc1cc2c(cc1OC)C(COc1ccccc1OC)N(C(=O)c1cccc([N+](=O)[O-])c1)CC2 (configuration not stated) | 0.5 | -0.2
34 | CCOc1ccccc1N(CC(=O)Nc1c(C)cccc1CC)S(C)(=O)=O | 1.1 | 0.0
35 | Cc1ccc(-n2c(C)cc(/C=C3/NC(=O)NC3=O)c2C)cc1 | 2.3 | -0.1
36 | CCC(C)(C)NC(=O)C(c1ccccn1)N(C(=O)c1csnn1)c1ccccc1F (configuration not stated) | -0.5 | 0.2

item | TEAD-YAP block | MITF primary
25 | 6 | 22
26 | 4 | 3
27 | 9 | 6
28 | -31 | 0
29 | 0 | 9
30 | 4 | 3
31 | 4 | -5
32 | -37 | 8
33 | -1 | -2
34 | 7 | 8
35 | 4 | 5
36 | 5 | 14

# Retrieved by compound from the entries so far (three):
item | smiles | GPR151 ag | FBW7 activator
27 | Cc1ccc(Cc2c(C)nc3nc(SCC(=O)N4CCOCC4)nn3c2C)cc1 | 0.8 | -0.2
32 | O=C(CCNS(=O)(=O)c1ccccc1)OCc1nc2ccccc2s1 | 1.1 | 0.2
31 | O=c1[nH]cnc2nc[nH]c12 | -1.0 | -0.1

item | TEAD-YAP block | MITF primary
27 | 9 | 6
32 | -37 | 8
31 | 4 | -5

# (more compounds)
item | smiles | GPR151 ag | FBW7 activator
37 | O=C(CCc1ccccc1)Nc1ccc(Cl)cn1 | -0.8 | -0.1
38 | CC1CCCCC1NC(=O)c1nn(C)c2c1CS(=O)(=O)c1ccccc1-2 (configuration not stated) | -1.7 | -0.2
39 | N#Cc1ccc(NC(=O)Nc2ccc(Cl)cc2)cc1 | 0.6 | 0.0
40 | Cc1cccc(N2C(=O)CC(Sc3ncccc3C(=O)O)C2=O)c1Cl (configuration not stated) | -0.6 | -0.1
41 | CCOC(=O)c1cc2c(ccn2C)n1CCC#N | 3.5 | -0.1
42 | Cc1ccc(N2CC(C(=O)Nc3ccc(Cl)cc3Cl)CC2=O)cc1 (configuration not stated) | -0.9 | -0.1
43 | CCCC(=O)Nc1c(C(=O)Nc2ccccc2)oc2ccccc12 | 0.1 | 0.0
44 | CCOc1ccc(-c2[nH]nc3c2C2(C(=O)N(CC(=O)OC)c4ccccc42)C(C#N)=C(N)O3)cc1 (configuration not stated) | 1.2 | 0.0
45 | CN1C2=C(C#N)C(=O)CN2c2ccccc21 | -1.6 | -0.1
46 | N#Cc1ccc(Cl)cc1NC(=O)CSC1=NCCS1 | 0.1 | 0.0
47 | COC(=O)c1cnn(-c2ccccc2)c1-n1c(C)ccc1C | -0.9 | -0.1
48 | O=C(Cc1c(C(=O)O)[nH]c2ccc(Cl)cc12)NC1CCCCC1 | 0.7 | -0.2

item | TEAD-YAP block | MITF primary
37 | 4 | -10
38 | 5 | 8
39 | 24 | -13
40 | 5 | 1
41 | 12 | 2
42 | 2 | 17
43 | 10 | 16
44 | -5 | 0
45 | 1 | 1
46 | 10 | 6
47 | 6 | 8
48 | -4 | -10
